Screening results deposited in PubChem by several laboratories.
M5 antag: human M5 muscarinic receptor antagonists, primary screen, CHO cells, Fluo-8 calcium fluorescence. inhibition, % at 3 µM. hit rate 0.59% among 360,000. AID 624040, 2012. Muscarinic acetylcholine receptor M5 (Homo sapiens), P08912. CHO-hM5 cells, ACh EC80;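 active means inhibition above a per-plate cutoff, the mean of that plate's test compounds plus 3 SD, cut at about 27% in these data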;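 further: 0% = acetylcholine EC80 with DMSO and 100% = DMSO without agonist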
Target sequence (P08912 whole entry, looked up): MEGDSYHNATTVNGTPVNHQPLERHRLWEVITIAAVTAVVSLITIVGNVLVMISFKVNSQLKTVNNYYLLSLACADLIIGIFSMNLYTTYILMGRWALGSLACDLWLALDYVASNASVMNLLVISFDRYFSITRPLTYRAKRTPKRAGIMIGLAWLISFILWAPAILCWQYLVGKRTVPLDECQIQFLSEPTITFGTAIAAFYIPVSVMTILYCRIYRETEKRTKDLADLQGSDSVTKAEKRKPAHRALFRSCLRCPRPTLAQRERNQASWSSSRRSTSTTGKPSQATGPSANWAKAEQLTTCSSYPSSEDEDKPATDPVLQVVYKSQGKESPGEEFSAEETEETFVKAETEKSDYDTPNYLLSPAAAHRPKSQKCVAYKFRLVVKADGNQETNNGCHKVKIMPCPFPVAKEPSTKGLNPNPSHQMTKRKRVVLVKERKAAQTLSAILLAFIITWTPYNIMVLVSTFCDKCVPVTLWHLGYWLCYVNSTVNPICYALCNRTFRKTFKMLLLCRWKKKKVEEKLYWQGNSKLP
CHRM5 PAM: human M5 muscarinic receptor positive allosteric modulators, primary screen, CHO-K1 cells, Fluo-8 calcium fluorescence; Muscarinic acetylcholine receptor M5 (Homo sapiens), P08912; CHO-K1 hM5, ACh EC20 PAM; 0% = ACh EC20, 100% = ACh EC100; activation, % at 3 µM; hit rate 0.3% among 360,000;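 active means activation above the run cutoff, the mean activation of all test compounds plus 3 SD, cut at about 18% in these data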
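system = human M5 receptor in CHO-K1 cells | reagent = EC20 acetylcholine as agonist stimulus | compound dosing = single-point, 3 µM nominal | incubation = Fluo-8 loading 80 min at 37 °C plus 30 min room temperature | detection = Fluo-8 calcium dye fluorescence, kinetic read | benchmarks = low control EC20 acetylcholine (0%), high control EC100 acetylcholine (100%)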
CRFBP-R2 block: antagonists of CRF-BP/CRF-R2 complex, primary screen, cell-based, HEK293, calcium dye fluorescence, uHTS | inhibition, % at 11.8 µM | CRF-induced calcium fluorescence | hit rate 0.59% among 350,000;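 active means inhibition of the ligand-induced calcium signal above about 50% at the single tested concentration, limit read from the data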
M4 PAM: human M4 muscarinic receptor positive allosteric modulators, primary screen, CHO-K1 cells, Fluo-8 calcium fluorescence. Muscarinic acetylcholine receptor M4 (Homo sapiens), P08173. CHO-K1 hM4/Gqi5, ACh EC20; 0% = ACh EC20, 100% = maximal ACh. activation, % at 3 µM. hit rate 0.4% among 360,000. AID 624126, 2012;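 active means activation above its plate's cutoff, the mean activation of sample wells plus 3 SD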; further: some results filed as inactive read as strong as hits
M4 ag: human M4 muscarinic receptor agonists, primary screen, CHO-K1 cells, Fluo-8 calcium fluorescence; Muscarinic acetylcholine receptor M4 (Homo sapiens), P08173; CHO-K1 hM4/Gqi5; vehicle 0%, full acetylcholine response 100%; activation, % at 3 µM; hit rate 0.14% among 360,000; AID 624127, 2012;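 active means activation above the run mean over all test wells plus 3 SD, cut at about 32% in these data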;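 further: peak over basal fluorescence ratio per well then scaled between controls; 0% = DMSO wells and 100% = acetylcholine at EC100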
M1 PAM: human M1 muscarinic receptor positive allosteric modulators, primary screen, CHO-K1 cells, Fluo-8 calcium fluorescence, 1536-well. Muscarinic acetylcholine receptor M1 (Homo sapiens), P11229. AID 588819, 2011. hit rate 0.088% among 360,000. CHO-K1 hM1, ACh EC20; 0% = ACh EC20, 100% = maximal ACh. activation, % at 3 µM; in the data active means activation above about 19%, passing the limit was not always enough
Target sequence (P11229 whole entry, looked up): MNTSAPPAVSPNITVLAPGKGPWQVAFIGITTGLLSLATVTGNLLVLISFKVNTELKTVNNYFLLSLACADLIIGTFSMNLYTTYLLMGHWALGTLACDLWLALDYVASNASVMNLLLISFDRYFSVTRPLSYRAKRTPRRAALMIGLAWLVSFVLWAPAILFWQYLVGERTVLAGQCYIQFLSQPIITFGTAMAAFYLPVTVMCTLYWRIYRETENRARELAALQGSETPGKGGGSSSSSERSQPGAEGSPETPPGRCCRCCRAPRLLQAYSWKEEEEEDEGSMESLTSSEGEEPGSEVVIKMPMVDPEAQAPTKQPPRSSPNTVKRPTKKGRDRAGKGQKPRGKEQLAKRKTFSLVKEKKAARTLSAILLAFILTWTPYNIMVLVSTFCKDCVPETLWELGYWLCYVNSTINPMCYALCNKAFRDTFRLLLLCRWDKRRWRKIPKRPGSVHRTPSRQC
CRFBP-R2 agonist: agonists of CRF-BP/CRF-R2 complex, primary screen, cell-based, HEK293, calcium dye fluorescence, uHTS | CRF-binding protein / CRF receptor 2 complex (human) | calcium dye fluorescence (FLIPR); percent of saturating CRF peptide response | activation, % at 13.2 µM | hit rate 0.46% among 350,000 | AID 588473, 2011;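 active means activation of at least 50%, plus an integration ratio under a set limit after plate pattern correction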;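 further: plate controls were neutral control wells without compound for no effect and CRF at EC100 for full effect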
CHRM4 antagonist: human M4 muscarinic receptor antagonists, primary screen, CHO cells, Fluo-8 calcium fluorescence. CHO-hM4 cells, ACh EC80. Muscarinic acetylcholine receptor M4 (Homo sapiens), P08173. hit rate 0.73% among 360,000. AID 624125, 2012. inhibition, % at 3 µM;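 active means inhibition above its plate's cutoff, the mean inhibition of sample wells plus 3 SD, cut at about 27% in these data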;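 further: 0% = acetylcholine EC80 with DMSO and 100% = DMSO without agonist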
M5 ag: human M5 muscarinic receptor agonists, primary screen, CHO-K1 cells, Fluo-8 calcium fluorescence; hit rate 0.19% among 360,000; CHO-K1 hM5 cells; 0% DMSO wells, 100% maximal acetylcholine response; activation, % at 3 µM;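 active means activation above the run's mean over test compounds plus 3 SD, cut at about 23% in these data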;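 further: signal is peak over basal fluorescence ratio across the kinetic read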
Active calls of the source: *; / = no result given.

SMILES	M5 antag	CHRM5 PAM	CRFBP-R2 block	M4 PAM	M4 ag	M1 PAM	CRFBP-R2 agonist	CHRM4 antagonist	M5 ag
CC(C)CCn1c(SCCc2ccccc2)nc2c1c(=O)[nH]c(=O)n2C	3	2	-24	19	-1	0	-0.4	-4	-1
O=C(CSc1nnc(-c2ccco2)n1Cc1ccccc1)OC1CCCCC1	1	-3	-1	2	3	-1	-1.1	17	-1
Cc1occc1C(=O)N/N=C/C=C/c1ccc(N(C)C)cc1	13	-1	-8	2	1	1	5.2	-3	-4
CCN(CC)C(=O)c1sc2nc(-c3ccc(OC)cc3)cn2c1C	0	1	8	0	1	7	-0.6	-5	0
Cc1cc(C)c(OCC(=O)OCC(=O)NCCC2=CCCCC2)c(C)c1	-2	1	4	10	-2	10	1.4	2	-4
CC(C)(C)n1nnnc1CN(Cc1ccc(F)cc1)Cc1ccco1	4	-18	19	3	-1	4	0.2	1	-17
CCN(C(=O)c1coc(=O)c(Br)c1)c1ccc2c(c1)OCO2	4	-2	25	6	2	3	8.7	2	2
Cc1nn(C)c(C(=O)N/N=C/c2ccccn2)c1[N+](=O)[O-]	-6	5	16	1	1	6	0.3	-1	-6
Cn1cc([N+](=O)[O-])c(C(=O)Nc2ccc(Br)cn2)n1	5	-1	14	1	1	1	-3.8	4	3
CC(NC(=O)c1ccc(Cl)cc1)C(=O)N1CCCCC1 (configuration not stated)	-3	-4	-46	-8	1	2	0.2	-1	0
CCCCOc1cccc(OCC(=O)Nc2nc3ccccc3[nH]2)c1	19	4	-22	-5	7	-10	0.7	-18	-6
Cc1ccc(CN2CC[C@H]3C=CCc4cccc(c43)C2)cc1	7	-8	-13	-2	2	-6	-0.4	4	-3
Cc1ccc(NC(=O)c2cccc(S(=O)(=O)N3CCCC3)c2)nc1	4	-3	4	7	0	9	-1.7	-7	-4
COc1ccccc1-c1ccc2nnc(SC)n2n1	3	-1	7	4	0	10	-0.6	4	-8
O=C(NCc1ccccn1)C1CCN(S(=O)(=O)c2ccccc2C(F)(F)F)CC1	-2	2	-3	4	2	10	-0.6	1	-3
CCOc1ccc(C(=O)Cc2cc3cccc(OC)c3oc2=O)cc1	3	2	3	-3	0	3	0.3	-1	-7
COC(=O)CNC(=O)C12CC3CC(C1)CC(c1ccc(C)cc1)(C3)C2	13	2	-2	-2	3	5	-0.3	-3	-2
O=C(Nc1nnc(-c2ccccc2SCc2ccccc2)s1)Nc1ccccc1F	3	-4	-11	-2	0	6	3.2	-3	-11
CCC(=O)Nc1cc2c(C)cc(=O)oc2cc1C	-10	6	2	5	1	9	0.9	-10	-3
CCOc1ccc2nc(S(=O)(=O)NC(=O)C3(C)CCN3C(=O)c3cc(C)n(C)n3)sc2c1 (configuration not stated)	3	1	/	-2	1	1	/	-1	1

Just M5 ag, for 7 of the compounds above:
structure	M5 ag
Cc1ccc(CN2CC[C@H]3C=CCc4cccc(c43)C2)cc1	-3
Cc1ccc(NC(=O)c2cccc(S(=O)(=O)N3CCCC3)c2)nc1	-4
COc1ccccc1-c1ccc2nnc(SC)n2n1	-8
O=C(NCc1ccccn1)C1CCN(S(=O)(=O)c2ccccc2C(F)(F)F)CC1	-3
CCOc1ccc(C(=O)Cc2cc3cccc(OC)c3oc2=O)cc1	-7
COC(=O)CNC(=O)C12CC3CC(C1)CC(c1ccc(C)cc1)(C3)C2	-2
O=C(Nc1nnc(-c2ccccc2SCc2ccccc2)s1)Nc1ccccc1F	-11

(next part)
SMILES	M5 antag	CHRM5 PAM	CRFBP-R2 block	M4 PAM	M4 ag	M1 PAM	CRFBP-R2 agonist	CHRM4 antagonist	M5 ag
COCCn1c(C)cc(/C=C2/NC(=O)N(Cc3ccc(C)cc3)C2=O)c1C	1	10	-16	12	0	1	1.2	26	-1
Cc1nc(C)c(-c2csc(Nc3ccc(N)cc3)n2)s1	2	-9	18	-4	7	-1	0.1	3	1
COc1ccc(-c2[nH]ncc2CN(C)C(C)c2ccon2)cc1F (configuration not stated)	7	-5	16	-1	2	-2	0.6	3	-2
COc1cc(C(=O)NCC(c2cccs2)N2CCOCC2)ccc1OCc1ccccc1 (configuration not stated)	1	0	-6	1	4	4	0.9	-8	1
Cn1nc(C(C)(C)C)cc1NC(=O)C1(C)CCN1C(=O)Cc1ccc(-c2ccccc2)cc1 (configuration not stated)	11	-10	/	-9	16	-13	/	5	1
O=c1cn[nH]c2ccc(Br)cc12	3	-3	-10	3	1	9	-3.5	-7	3
CC(=O)NCC1(c2ccccc2)CCN(CC2COc3ccccc3O2)CC1 (configuration not stated)	7	-7	/	0	4	5	/	2	-4
Cc1cnc(NC(=O)CSC(=S)N2CCOCC2)s1	-16	5	-2	6	3	8	-1.0	1	-1
O=C(CC(=O)Nc1cc(Cl)ccc1Cl)Nc1cc(Cl)ccc1Cl	1	-2	7	-7	0	-4	4.7	-2	-1
CC(NC(=O)OCc1ccccc1)C(=O)Oc1cc2oc(=O)cc(-c3ccccc3)c2cc1Cl (configuration not stated)	-5	-2	8	7	2	6	-0.5	-7	1
Cc1nn(CC(=O)NCCCN2C(C)CCCC2C)c(=O)c2cc3occc3n12 (configuration not stated)	-9	8	5	1	-1	7	-0.2	1	-3
O=C1c2ccccc2C2=Nc3ccccc3SC(c3ccc(Cl)cc3)C12 (configuration not stated)	2	-8	-54	-7	-1	-2	-1.0	-12	-4
CC(=O)NCCOc1cccc2ccccc12	10	-4	9	-2	0	5	-2.4	4	-4
O=S(=O)(Cc1ccc(Cl)cc1)NCC1CCCO1 (configuration not stated)	3	-2	43	8	3	14	0.2	-9	2
CC1CCCCN1C(=O)COC(=O)/C=C/c1ccc2ccccc2n1 (configuration not stated)	7	0	0	-1	6	9	0.1	-6	0
O=c1c2ccccc2c(-c2ccccc2)nn1Cc1c(Cl)cccc1Cl	6	-6	15	8	-2	2	7.4	-5	-3
Nc1sc(-c2ccccc2)n[n+]1Cc1cccc2cccnc12	6	-13	2	-44	11	-25	-0.2	14	-5
O=C(c1c(F)cccc1F)N1CCN(c2cccc(C(F)(F)F)c2)CC1	2	-9	8	-4	4	-4	-0.1	5	-2
CC(=O)Oc1c(C)c(=O)n(C)c2ccccc12	0	4	2	18	1	1	-0.9	12	-2
CC(C)(C)NC(=O)C(OC(=O)c1cccs1)c1ccc(F)cc1 (configuration not stated)	-6	4	5	-4	0	6	-0.8	-17	-4

Reformatted with two lines to a compound: entries from further up.
Fields: M5 antag | CHRM5 PAM | CRFBP-R2 block | M4 PAM | M4 ag | M1 PAM | CRFBP-R2 agonist | CHRM4 antagonist | M5 ag
Nc1sc(-c2ccccc2)n[n+]1Cc1cccc2cccnc12
 : 6 | -13 | 2 | -44 | 11 | -25 | -0.2 | 14 | -5
COc1ccc(-c2[nH]ncc2CN(C)C(C)c2ccon2)cc1F (configuration not stated)
 : 7 | -5 | 16 | -1 | 2 | -2 | 0.6 | 3 | -2
Cc1nc(C)c(-c2csc(Nc3ccc(N)cc3)n2)s1
 : 2 | -9 | 18 | -4 | 7 | -1 | 0.1 | 3 | 1
O=C1c2ccccc2C2=Nc3ccccc3SC(c3ccc(Cl)cc3)C12 (configuration not stated)
 : 2 | -8 | -54 | -7 | -1 | -2 | -1.0 | -12 | -4
CC(C)(C)NC(=O)C(OC(=O)c1cccs1)c1ccc(F)cc1 (configuration not stated)
 : -6 | 4 | 5 | -4 | 0 | 6 | -0.8 | -17 | -4
CC1CCCCN1C(=O)COC(=O)/C=C/c1ccc2ccccc2n1 (configuration not stated)
 : 7 | 0 | 0 | -1 | 6 | 9 | 0.1 | -6 | 0

Continued.
SMILES	M5 antag	CHRM5 PAM	CRFBP-R2 block	M4 PAM	M4 ag	M1 PAM	CRFBP-R2 agonist	CHRM4 antagonist	M5 ag
COc1ccc(S(N)(=O)=O)cc1C(=O)NCC(C)(C)N1CCCCC1	7	0	-2	-4	1	14	-0.5	-3	-3
CCCn1c(=O)c(C(=O)NCc2cccnc2)c(O)c2ccccc21	1	2	-18	-1	2	-1	-1.6	7	1
CC(C)CNS(=O)(=O)c1ccc(CCC(=O)NCc2ccncc2)cc1	6	4	-7	-4	1	3	1.7	3	-2
O=C(Nc1ccc(Cl)cc1)C1C2C=CC3(O2)C1C(=O)N(CCN1CCCCC1)C3C(=O)NC1CCCCC1 (configuration not stated)	14	-1	-1	-1	1	5	-0.2	-5	-4
C[C@H](CO)N1C[C@H](C)[C@@H](CN(C)C(=O)CC2CC2)Oc2cc(Br)ccc2S1(=O)=O	-4	2	-6	3	4	1	2.2	-31	-1
COc1ccccc1C(=O)Nc1ccc(N2CCN(S(C)(=O)=O)CC2)cc1	2	-4	-2	-3	3	4	-1.9	11	1
CCCc1c(OCCCCc2nn[nH]n2)ccc(C(C)=O)c1O	-1	2	1	3	3	3	0.1	-15	2
CCOC(=O)N1CCN(C(=O)C[C@@H]2C[C@@]3(C(=O)OCC)CCC=C3N(Cc3ccc(Cl)cc3Cl)C2=O)CC1	-3	-5	/	-1	-1	/	/	-5	-4
O=C(CNC(=O)c1ccco1)N/N=C/c1c[nH]c2ccccc12	12	4	-4	-3	0	11	0.1	3	-1
O=C(NNC(=O)c1ccccc1O)c1ccco1	12	-3	-21	-2	0	7	1.4	2	-1
O=C(CCOc1ccccc1)OCC(=O)c1cc2ccccc2o1	4	4	-17	8	1	-3	4.5	-6	-3
Cc1cc(C(=O)OCC(=O)N2CC(C)CC(C)C2)c(C)o1 (configuration not stated)	2	-3	9	1	1	1	-1.8	3	-6
Cc1cc(C)n2nc(C(=O)OCC(=O)N(CCC#N)c3ccc(F)cc3)nc2n1	-10	10	0	0	0	9	1.4	-21	-3
O=C(/C(=C/c1ccc(Cl)cc1)c1nc2ccccc2[nH]1)c1cccs1	20	-23	-6	-16	4	-36	22	66*	-6
COc1ccc(C(=O)C2CCCN(Cc3ccc4nonc4c3)C2)cc1F (configuration not stated)	2	-1	16	-12	3	-11	0.5	3	-6
CC(=O)C1=C(O)C(=O)N(c2ccccn2)C1c1ccccc1[N+](=O)[O-] (configuration not stated)	5	6	10	6	2	6	0.3	-7	-2
CCn1c(=O)n(CC)c2cc(N3CCCC3)c(NC(=O)c3ccccc3F)cc21	22	-10	21	-10	0	-8	-1.8	12	-7
